# Screening results as filed in PubChem BioAssay.
# KLK5 inh: human KLK5 protease inhibitors, primary screen, biochemical, 1536-well | inhibition, % at 5 µM | recombinant hK5, fluorogenic AMC substrate cleavage | Kallikrein-5 (Homo sapiens), Q9Y337 | 210,000 tested, 0.59% active;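 active = inhibition of 40% or more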;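 note: 0% = enzyme controls without compound and 100% = no-enzyme blanks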
# Target sequence (Q9Y337 67-293 limits assumed): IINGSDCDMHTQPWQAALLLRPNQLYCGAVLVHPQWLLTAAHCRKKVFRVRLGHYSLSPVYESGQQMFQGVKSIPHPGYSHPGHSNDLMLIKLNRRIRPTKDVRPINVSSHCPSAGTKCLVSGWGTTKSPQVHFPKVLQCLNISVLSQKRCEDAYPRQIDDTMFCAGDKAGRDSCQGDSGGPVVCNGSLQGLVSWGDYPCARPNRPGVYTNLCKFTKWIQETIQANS
# Hck-Nef inh: inhibitors of Nef-activated human Hck kinase, primary screen, biochemical, Z-Lyte FRET, 384-well, Hck-YEEI | Recombinant Hck-YEEI plus Nef, Z-Lyte FRET kinase assay | inhibition, % at 20 µM | 220,000 tested, 0.68% active | AID 463187, 2010;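 active = Hck-Nef kinase inhibition above about 50%, limit read from the data; inactive = inhibition below that limit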;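 note: 0% = DMSO with Hck plus Nef and 100% = Hck alone without Nef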
# Wee1 degr inh: Wee1 degradation inhibitors, primary screen, cell-based, HeLa, Wee1K328M-luciferase, luminescence; Wee1-like protein kinase (Homo sapiens), P30291; HeLa Luc-Wee1K328M stability; 100% = proteasome inhibitor MG132 effect; reporter increase, % at 5 µM; 220,000 tested, 1.2% active; AID 1321, 2008;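 active = activation above the mean of all tested compounds plus 3 SD, set per screening run, cut at about 8.8% in these data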;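 note: cells exposed to compound for 20 h before luminescence read; 0% = DMSO alone and 100% = MG132 at 30 µM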
# thrombin 1536: human alpha-thrombin inhibitors, primary screen, counter-screen for coagulation protease inhibitor project, biochemical, 1536-well, fluorogenic AMC substrate | Prothrombin (Homo sapiens), P00734 | Boc-VPR-AMC fluorogenic substrate cleavage | inhibition, % at 5 µM | 220,000 tested, 0.26% active;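 active = inhibition at or above 40%; inactive = inhibition below 40%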;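 note: 0% = enzyme with no compound and 100% = wells without enzyme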
#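 System: Human alpha-thrombin protein | Medium: pH 7.5 Tris (50 mM) with NaCl 150 mM, Tween 20 0.05% | Times: Enzyme reaction carried out at room temperature | Detection: AMC fluorescence, 355/460 nm | Evaluation: Percent inhibition scaled between no-compound controls and no-enzyme blanks | Benchmarks: Enzyme without compound as high, wells lacking enzyme as low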
# FXIIa inh 1536: human FXIIa protease inhibitors, primary screen, biochemical, 1536-well | Coagulation factor XII (Homo sapiens), P00748 | purified FXIIa, Boc-QGR-AMC fluorogenic substrate, 2 h | inhibition, % at 5 µM | 220,000 tested, 0.3% active | AID 800, 2007; in the data active = inhibition above about 40%;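 note: 0% = enzyme with no compound and 100% = blank without enzyme; many of its hits are not listed in these tables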
# Target sequence (P00748 20-372 limits assumed): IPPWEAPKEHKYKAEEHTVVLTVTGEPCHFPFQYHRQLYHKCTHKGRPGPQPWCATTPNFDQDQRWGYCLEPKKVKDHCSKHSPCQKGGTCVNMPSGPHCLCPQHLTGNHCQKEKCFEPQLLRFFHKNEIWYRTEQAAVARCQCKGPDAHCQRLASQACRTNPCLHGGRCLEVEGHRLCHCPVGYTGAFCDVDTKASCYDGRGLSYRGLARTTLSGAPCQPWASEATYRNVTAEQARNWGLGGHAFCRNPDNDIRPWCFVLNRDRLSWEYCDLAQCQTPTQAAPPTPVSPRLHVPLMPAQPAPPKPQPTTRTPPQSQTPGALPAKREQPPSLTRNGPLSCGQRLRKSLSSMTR
# Target sequence (P00748 373-615 limits assumed): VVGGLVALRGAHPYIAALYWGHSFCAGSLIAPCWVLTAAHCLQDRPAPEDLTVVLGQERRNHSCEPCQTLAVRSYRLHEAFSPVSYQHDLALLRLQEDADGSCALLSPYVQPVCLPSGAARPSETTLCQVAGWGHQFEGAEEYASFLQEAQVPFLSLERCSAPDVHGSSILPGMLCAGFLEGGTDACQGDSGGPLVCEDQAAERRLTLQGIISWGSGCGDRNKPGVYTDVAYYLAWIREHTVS
# Runt-CBFb FRET: inhibitors of RUNX1 Runt–CBFb binding, primary screen, biochemical, FRET, Cerulean-Runt, Venus-CBFb, uHTS | inhibition, % at 20 µM | Cerulean-Runt/Venus-CBFb FRET ratio 530/480, 1 h | 220,000 tested, 0.46% active;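 active = inhibition over about 50% at 20 µM in the single-dose screen, limit read from the data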;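 note: 0% = DMSO wells and 100% = excess unlabeled CBFb competitor control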
#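 Doses: 20 µM compound in 1% DMSO | Material: Cerulean-labeled Runt domain protein | Amount: Each fluorescent fusion protein 100 nM | Schedule: Two 1 h room-temperature incubations shielded from light | Measured by: FRET fluorescence | Evaluation: Loss of energy transfer signal | Controls: Unlabeled CBFb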
# 14-3-3 Bad PPI: inhibitors of 14-3-3 zeta/Bad binding, primary screen, biochemical, TR-FRET, bovine 14-3-3 zeta; 220,000 tested, 0.71% active; inhibition, % at 21.7 µM; TR-FRET 14-3-3zeta/Dy647-pBad peptide displacement, 1 h; AID 781, 2007; 14-3-3 protein zeta/delta (Bos taurus), P63103;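 active = inhibition above about 70%, limit read from the data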;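 note: 0% = full 14-3-3 plus peptide FRET controls and 100% = background without 14-3-3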
# Target sequence (P63103 whole entry, looked up): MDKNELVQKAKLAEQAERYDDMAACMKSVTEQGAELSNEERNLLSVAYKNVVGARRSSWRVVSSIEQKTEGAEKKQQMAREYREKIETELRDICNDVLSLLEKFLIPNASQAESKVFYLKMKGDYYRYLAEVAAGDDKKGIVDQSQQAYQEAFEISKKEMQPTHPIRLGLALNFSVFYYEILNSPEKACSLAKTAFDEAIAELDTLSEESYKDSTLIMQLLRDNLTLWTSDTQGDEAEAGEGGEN
# FXIa inh 1536: human FXIa protease inhibitors, primary screen, biochemical, 1536-well | Coagulation factor XI (Homo sapiens), P03951 | purified FXIa, Boc-Glu-Ala-Arg-AMC fluorogenic substrate | inhibition, % at 5 µM | 220,000 tested, 0.14% active | AID 798, 2007;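 active = inhibition of at least 40%; inactive = inhibition below 40%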;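 note: fluorescence of freed AMC excited at 355 nm; 0% = enzyme without compound and 100% = no enzyme blank; many of its hits are not listed in these tables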
# Runt-SMMHC FRET: inhibitors of RUNX1 Runt–CBFb-SMMHC binding, primary screen, biochemical, FRET, Cerulean-Runt, Venus-CBFb-SMMHC, uHTS; Runt-related transcription factor 1 (Homo sapiens) + Core-binding factor subunit beta …; Cerulean-Runt/Venus-CBFb-SMMHC FRET ratio 530/480, 1 h; inhibition, % at 20 µM; 220,000 tested, 0.74% active; AID 1434, 2008;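 active = mean inhibition across duplicate retests at 20 µM reaching about 50%, limit read from the data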;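 note: 0% = DMSO wells and 100% = wells with excess untagged CBFb-SMMHC; inhibitors lower the FRET ratio by blocking Runt binding to CBFb-SMMHC; some results filed as inactive read as strong as hits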
# * = called active by the depositor; . = not tested or not shown; & = joins results of further samples; [ ] = another dose, or the depositor's remark. The order is random; overall some 4.2% were active at least once.
SMILES,Runt-CBFb FRET,Wee1 degr inh,Hck-Nef inh,14-3-3 Bad PPI,Runt-SMMHC FRET,thrombin 1536,FXIIa inh 1536,FXIa inh 1536,KLK5 inh
S=c1c2c(nc3nc[nH]n13)CCC2,12.2,0.0,-5.4,-3.0,-1.2,-5.2,2.2,4.0,8.2
CSc1nsc(SC)c1NC(=O)OC1CCCCC1,4.5,-1.5,0.9,13.2,2.8,-2.2,6.4,4.7,-20.8
O=C(Nc1ccc2c(c1)OCCO2)c1cccnc1Oc1ccccc1,-0.3,-1.7,3.2,-6.3,1.5,-3.6,6.2,0.2,-4.3
CC(NS(=O)(=O)c1ccc(Cl)cc1)C(=O)NCCC1=CCCCC1 (stereo not drawn),-1.4,0.7,8.0,-7.0,0.2,0.4,10.4,0.1,.
CCCS(=O)(=O)C(=C1Nc2ccccc2N1)S(=O)(=O)CCC,2.8,-1.6,0.4,0.8,5.3,0.6,15.7,3.8,3.4
CCCCCCC1/C(=N/O)CCC1C(=O)OC (stereo not drawn),-1.2,2.4,2.0,-7.0,-2.5,3.0,15.0,-3.1,5.5
O=C(c1ccccc1Oc1ccc(C(F)(F)F)cc1[N+](=O)[O-])N1CCOCC1,-2.0,2.1,7.1,-2.6[fluorescence artefact?],0.8,0.8,2.7,6.3,-2.7
N#Cc1cc2c(nc1SCC(O)CS(=O)(=O)Cc1ccccc1)CCCC2 (stereo not drawn),-2.2,3.2,-13.7,6.5,0.0,-2.6,8.0,-0.7,2.5
CC(=O)Nc1ccc(C(=O)OCC(=O)N(C)C2CCCCC2)cc1,-0.5,-1.7,-37.8,1.1,2.1,-9.9,.,-8.2,-4.0
CC(=O)c1cn(CC(=O)Nc2ccccc2)c2ccccc12,1.4,2.1,12.3,5.7,-0.8,1.2,26.4,16.8,-10.5
COc1ccc(NC(=O)Cn2nnc(-c3ccccc3F)n2)cc1Cl,0.5,-0.7,0.5,-3.6,1.5,5.8,16.1,-5.2,-1.4
Cc1cc(-c2ccco2)n2c(nc3ccccc32)c1C#N,-48.5,4.5,-0.4,-11.8[fluorescence artefact?],-221.2,7.8,8.3,-0.2,-3.8
N#CCSc1nc(Nc2ccc3c(c2)OCO3)c2ccccc2n1,-1.4,0.1,2.4,-12.2,4.5,0.2,10.5,2.8,-0.8
Cc1ccc(-c2c(C)n([O-])c3c([n+]2=O)CCC3)cc1,0.5,-1.4,4.7,-7.9,-3.6,-6.6,2.5,-3.8,-10.9
CC(=O)Nc1ccc(NC(=O)c2ccc([N+](=O)[O-])cc2Cl)cc1,0.9,-3.4,24.2,-10.1,-4.4,-12.3,8.8,2.2,11.9
CCn1c(SCC(=O)c2cc(OC)ccc2OC)nnc1C(C)C,-1.5,4.7,3.4,11.2,1.2,-2.1,9.1,-4.1,-7.3

# A draw from above in order of count of non-hydrogen atoms, lowest first.
SMILES,Runt-CBFb FRET,Wee1 degr inh,Hck-Nef inh,14-3-3 Bad PPI,Runt-SMMHC FRET,thrombin 1536,FXIIa inh 1536,FXIa inh 1536,KLK5 inh
Cc1ccc(-c2c(C)n([O-])c3c([n+]2=O)CCC3)cc1,0.5,-1.4,4.7,-7.9,-3.6,-6.6,2.5,-3.8,-10.9
CC(=O)Nc1ccc(NC(=O)c2ccc([N+](=O)[O-])cc2Cl)cc1,0.9,-3.4,24.2,-10.1,-4.4,-12.3,8.8,2.2,11.9
CC(NS(=O)(=O)c1ccc(Cl)cc1)C(=O)NCCC1=CCCCC1 (stereo not drawn),-1.4,0.7,8.0,-7.0,0.2,0.4,10.4,0.1,.

# (more compounds)
SMILES,Runt-CBFb FRET,Wee1 degr inh,Hck-Nef inh,14-3-3 Bad PPI,Runt-SMMHC FRET,thrombin 1536,FXIIa inh 1536,FXIa inh 1536,KLK5 inh
CCOc1ccc(OCC)c(NC(=O)Nc2ccc3c(c2)N(C)C(=O)CS3)c1,-2.5,2.4,15.4,0.9,-4.7,-5.5,5.5,-2.5,-9.1
Cn1ncc([N+](=O)[O-])c1C(=O)NCc1ccccc1,-0.6,2.8,8.8,-1.2,-1.4,-5.0,8.7,-1.3,10.8
COc1cccc(N(C(=O)c2nc3nccc(C)n3n2)c2nc3ccccc3s2)c1,-0.8,-2.3,1.9,12.6,2.1,-4.1,6.8,8.8,-2.1
CCCCn1c(=O)c(Cc2ccccc2)c(O)c2ccccc21,1.8,-1.9,1.0,-0.8,0.0,3.5,10.6,6.6,-1.1
COc1ccc(C2=NN(c3ccccc3)C(c3cn(CCC(=O)O)nc3-c3ccccc3)C2)cc1 (stereo not drawn),4.0,-1.8,-4.0,1.5,4.3,-53.9,.,-33.3,-47.0
Cc1nn(C)c(C)c1CNC(=O)c1nn2c(c1Cl)NC(c1cccs1)CC2C(F)(F)F (stereo not drawn),-3.9,-0.2,1.0,2.6[fluorescence artefact?],-4.4,-5.5,10.3,-1.4,-3.4
C(=N\Nc1nc(Nc2ccccc2)nc(Nc2ccccc2)n1)/c1cccnc1,-2.7,-0.3,23.6,-12.2,-7.1,-0.1,7.4,1.0,1.7
CC(NCc1cccs1)C(=O)NC1CCCCC1 (stereo not drawn),0.0,-3.2,15.6,49.3,0.4,.,2.0,1.1,-2.4
CCOC(=O)C1CCN(C(=O)COC(=O)c2cccc(F)c2)CC1,0.5,0.6,23.0,-1.4,0.1,-6.6,8.3,0.1,-0.3
Nc1nnc(-c2cccnc2)s1,1.7&-0.4,4.5&-1.4,-2.8&-3.3,-2.3&-1.8,-1.8&-2.8,-1.7,9.1&2.8,1.8&0.6,-5.0&-3.0
O=C(CNC(=O)c1cccs1)OCC(=O)c1ccccc1,0.9,-2.0,0.2,1.2,-9.1,3.7,15.3,-1.2,0.4
COc1ccc(CCNC(=O)c2cnn3c(C(F)F)cc(C)nc23)cc1OC,1.6,1.0,0.4,-1.6,0.6,-11.1,4.5,-2.8,-21.7
CCCCC(=O)NC1(C(F)(F)F)C(=O)N(Cc2ccco2)C(C)=C1C(=O)OC (stereo not drawn),1.4,-1.1,-26.0,-2.3[fluorescence artefact?],3.3,-2.5,11.0,-7.7,-24.6
Cc1ccc(N(C(=O)c2ccc(S(=O)(=O)N3CCOCC3)cc2)C2C=CS(=O)(=O)C2)cc1C (stereo not drawn),0.3,-2.8,1.5,-4.2,1.2,3.2,7.6,-1.1,-7.4
CC(C)CC(=O)N/N=C/c1c(N)n(C)c(=O)n(C)c1=O,3.0,1.0,4.0,1.3,-4.0,-4.8,-0.4,-0.9,-1.4
COc1ccc(Cc2nc3ccccc3n2C)cc1,.,-1.4,-4.4,23.1,3.4,3.6,-2.4,-4.8,-16.6
CCN1CCC[C@H]1CNC(=O)c1c(O)c(Cl)cc(Cl)c1OC,3.0,0.0,.,4.9,-6.4,.,.,.,.
COc1ccc(Oc2cnn(-c3ccccc3)c(=O)c2Br)cc1,3.0,0.4,2.0,-1.4,-5.3,0.2,6.1,-1.3,0.7
COc1ccc(-c2c(C)n([O-])c(C)c(C)[n+]2=O)cc1,3.7,-0.9,0.8,-2.9[fluorescence artefact?],-6.5,-9.4,5.2,1.8,-27.7
COc1ccc(NC(=O)COC(=O)c2cnccn2)cc1Cl,-0.1,0.9,2.0,-9.2[fluorescence artefact?],-1.8,3.5,7.4,1.3,-2.2
CCOC(=O)N1CCC(n2c(SCC(=O)NCCc3ccc(S(N)(=O)=O)cc3)nc3ccccc3c2=O)CC1,0.8,2.7,23.4,-11.9,-4.7,3.3,9.0,4.6,1.8
CC(C)(C)NC(=O)C1CCC(CNc2c(N3CCCCC3)c(=O)c2=O)CC1 (stereo not drawn),-1.4,0.8,20.1,-2.4,-0.3,-0.3,6.8,0.8,3.2
O=C(NCCc1ccccc1)C1CCN(S(=O)(=O)c2ccc(Br)s2)CC1,-2.4,0.7,-0.3,-0.1[fluorescence artefact?],0.9,2.3,13.7,22.1,-5.0
c1ccc(-c2csc3ncnc(NCC4COc5ccccc5O4)c23)cc1 (stereo not drawn),-2.1,-1.3,0.4,-4.6,3.1,18.5,41.0*,16.8,56.9*
CC1=NNC(=O)/C1=C\c1cn(-c2ccccc2)nc1-c1ccc(F)cc1,-5.1,0.4,85.7*,30.2,-17.7,8.2,26.0,21.8,.
O=C(CSc1nnnn1-c1ccc2c(c1)OCO2)NCc1cccs1,-0.1,0.0,7.3,-0.6,3.2,4.2,18.6,1.4,-4.7
Cc1cc(C)cc(NC(=O)c2ccc3nc[nH]c3c2)c1,-3.4,3.6,5.5,-1.0,-1.6,-5.2,7.0,4.0,-8.6
COc1ccc(OC)c(C(=O)c2coc3ccc(OC(C)=O)cc23)c1,-1.0,-1.1,3.1,3.1[fluorescence artefact?],-0.6,-2.1,15.7,8.6,-14.9
CC(=O)Nc1ccc(S(=O)(=O)N2CCN(Cc3ccccc3[N+](=O)[O-])CC2)cc1,1.6,1.3,21.3,-9.2,2.9,1.2,10.3,11.2,7.7
C=CCSc1nc(N)c2c(C)c(C)sc2n1,-1.4,-2.0,0.4,6.2,0.3,-6.4,-0.6,-6.6,-4.3
COc1cc(/C=N/NC(=O)c2cc(-c3ccccc3)sc2N)cc(OC)c1OC,4.1,-3.7,19.0,-10.3,0.6,2.8,14.8,4.9,7.3
Cc1cccc(Nc2nc3c(c(=O)n(C)c(=O)n3C)n2Cc2ccccc2)c1,-0.4,-1.8,1.6,-3.1[fluorescence artefact?],-2.9,2.7,3.6,-0.1,4.8
CCc1cc(C(=O)N2CCc3c([nH]c4ccccc34)C2c2ccc(OC)cc2F)no1 (stereo not drawn),-0.9,0.8,5.9,-1.5,0.5,12.1,34.9,33.8,30.9
COc1cc([N+](=O)[O-])ccc1NC(=O)CC(C)C,0.4,-1.5,-1.8,5.1,1.6,-2.2,4.1,8.2,-7.2
CCCOn1nnnc1-c1ccccc1,-1.1,-3.1,1.0,6.8[fluorescence artefact?],-3.1,-5.3,-1.1,-5.0,-20.1
CCOc1[nH]n(-c2ccccc2)c(=O)c1C=Nc1ccc(Cl)cc1,-5.3,1.9,-0.3,-10.8,-1.9,3.7,1.3,-4.9,-8.6
CC(=O)Nc1ccc(NC(=O)CSc2ccc(C(F)(F)F)cc2[N+](=O)[O-])cc1,0.7,-2.9,-0.2,3.4,-1.9,-8.3,7.5,0.4,-3.1
CCOC(=O)c1c(-c2ccc(C)o2)csc1NC(=S)NC(=O)c1ccccc1Br,34.9,-0.1,-0.5,8.8,32.4,2.0,17.4,5.3,6.6
